Assay outcomes deposited in PubChem by Fisher Drug Discovery Resource Center.
mcGAS lum = blocks mouse cGAS activity. Q8C6L5. recombinant cGAS, Kinase-Glo ATP depletion luminescence. inhibition, % at 12.5 µM. 160,000 tested, 0.15% active. AID 1259399;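 also: 0% = negative control wells and 100% = reference inhibitor with no enzyme activity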
hcGAS lum = human cGAS inhibition | 290,000 tested, 0.081% active | Q8N884 | recombinant h-cGAS, ATP depletion, Kinase-Glo luminescence | inhibition, % at 12.5 µM | AID 1259398;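 also: 0% = vehicle reaction and 100% = reaction without DNA for no activity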
Target sequence (Q8N884 whole entry, looked up): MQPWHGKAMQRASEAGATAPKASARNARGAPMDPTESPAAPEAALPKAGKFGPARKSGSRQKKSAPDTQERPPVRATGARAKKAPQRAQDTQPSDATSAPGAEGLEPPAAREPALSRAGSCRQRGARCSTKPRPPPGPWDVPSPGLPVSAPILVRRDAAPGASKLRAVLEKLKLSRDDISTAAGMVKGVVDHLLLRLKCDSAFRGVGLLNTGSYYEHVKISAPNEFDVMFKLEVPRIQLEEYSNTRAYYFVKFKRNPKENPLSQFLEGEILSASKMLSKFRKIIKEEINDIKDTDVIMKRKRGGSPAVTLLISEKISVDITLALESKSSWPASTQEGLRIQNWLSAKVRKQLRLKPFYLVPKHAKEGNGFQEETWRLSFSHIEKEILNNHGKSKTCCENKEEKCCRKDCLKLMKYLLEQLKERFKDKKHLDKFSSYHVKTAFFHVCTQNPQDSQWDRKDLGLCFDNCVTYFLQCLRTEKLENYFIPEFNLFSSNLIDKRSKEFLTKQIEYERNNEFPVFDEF
NPYLR7 ag = mosquito NPYLR7 agonism; HEK293T NPYLR7/Galpha15, GCaMP6s calcium fluorescence; activation, % at 10 µM; 270,000 tested, 0.15% active; AID 1259423; in the data active = activation above about 40%;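 also: 0% = vehicle and 100% = reference agonist at the receptor; some compounds past the cut are filed as inactive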
* = called active by the depositor; . = not tested or not shown; & = joins results of further samples. Rule as the data show it, unless noted: active = inhibition above about 40%; inactive = the rest.

The line under a structure holds: mcGAS lum | hcGAS lum | NPYLR7 ag
> CCOC(=O)C1=C(C)N=c2s/c(=C\c3ccc(OC(C)=O)cc3OC(C)=O)c(=O)n2C1c1cccs1 (stereo not given)
→ 6 | 1 | -3
> CN(Cc1nc2ccc(Cl)cc2[nH]1)C(=O)c1cn(CC2CCCCC2)nn1
→ -11 | -11 | 2
> CC(C)(C)n1ncc(NCc2cc3ccccc3[nH]2)c(Cl)c1=O
→ -15 | -4&-8 | -18&-2
> O=C(NC1CC1)c1cc2n(n1)CCCN(C(=O)Cc1noc3ccccc13)C2
→ . | -2 | -5
> COCCOc1ccccc1C(=O)Nc1ccccc1F
→ . | -2 | 0
> O=C(c1ccc(-c2ccn[nH]2)cc1)N1CC[C@H](CO)[C@H](O)C1
→ . | -3 | 2
> CCCc1nnc(-c2cc3ccccc3n2CC(=O)Nc2ccc(C)cc2)o1
→ -9 | -4 | -3
> Cn1c(=O)c2c(SCC(=O)N3CCc4ccccc43)nc(-c3ccccc3F)nc2n(C)c1=O
→ -6 | -2 | -2
> COc1ccc2c(c1)CCN2Cc1nc2c(cnn2C)c(=O)[nH]1
→ . | 1 | -1
> Cc1nn(CC(=O)NC23CC4CC(CC(C4)C2)C3)c(C)c1[N+](=O)[O-]
→ -6 | -4 | 0
> Cn1c(=O)cc2c3c(cccc31)C(=O)c1ccccc1-2
→ . | 0 | -3
> Cc1ccc(CNC(=O)C(C)Sc2n[nH]c(N)n2)cc1 (stereo not given)
→ . | -13 | 8
> CC1(C)[C@@H]2CC[C@@]1(C)[C@H](NC(=O)c1cccnc1N1CCNCC1)C2
→ -1 | -3 | 4
> CC(NCC(=O)Nc1ccc(Cl)cc1F)c1nc(-c2ccccn2)no1 (stereo not given)
→ -18 | -6 | 28
> CCOC(=O)c1c(NC(=O)Nc2ccc(Cl)c(Cl)c2)sc(C)c1C
→ 0 | 5 | -8
> O=C(c1csc(CSc2nnc(-c3ccco3)n2-c2ccc(F)cc2)n1)N1CCc2ccccc2C1
→ -4 | -7 | 4
> CCc1cc(C(C)NCc2cn[nH]c2-c2ccc(F)cc2)on1 (stereo not given)
→ -10 | -3 | -3
> O=C(OCc1nc(C(=O)NC2Cc3ccccc3C2)cs1)c1ccccc1
→ -9 | -5 | -4
> CCC(C)NC(=O)c1ccc(-c2cccc3ccnn23)o1 (stereo not given)
→ . | -3 | -1
> CSc1ccc(-c2nc(CN(C)Cc3cnc(N)nc3)c(C)o2)cc1
→ -15 | -5 | 1

Four entries from above, reformatted.
CCc1cc(C(C)NCc2cn[nH]c2-c2ccc(F)cc2)on1 (stereo not given)
  mcGAS lum: -10; hcGAS lum: -3; NPYLR7 ag: -3

CCCc1nnc(-c2cc3ccccc3n2CC(=O)Nc2ccc(C)cc2)o1
  mcGAS lum: -9; hcGAS lum: -4; NPYLR7 ag: -3

COCCOc1ccccc1C(=O)Nc1ccccc1F
  mcGAS lum: .; hcGAS lum: -2; NPYLR7 ag: 0

O=C(NC1CC1)c1cc2n(n1)CCCN(C(=O)Cc1noc3ccccc13)C2
  mcGAS lum: .; hcGAS lum: -2; NPYLR7 ag: -5

Following part:
The line under a structure holds: mcGAS lum | hcGAS lum | NPYLR7 ag
> CN1N=C(c2c[nH]c3ccccc23)CSC1=NCc1ccccc1
→ -7&-5 | -4&-7 | 2&4
> Cc1cccc(SC2CCN(c3nncc(-c4ccccc4)n3)CC2)c1
→ -3 | -8&0 | 3&-2
> Cn1c2ccccc2c2c(C(F)(F)F)cc(-c3ccccc3)nc21
→ -4 | 5 | 1
> CCNc1cc(NCCNC(=O)c2ccccc2C(F)(F)F)nc(C)n1
→ . | 5 | 4
> COc1ccc(C(=O)Nc2ccc(-c3nc4cc(C)cc(C)c4o3)cc2)cc1[N+](=O)[O-]
→ -3 | -8 | -3
> FC(F)(F)c1ccnc(Nc2ccc(N3CCOCC3)cc2)n1
→ -3 | -3 | -2
> CC(=O)N1CCN(C(=O)c2nn(-c3cc(C)cc(C)c3)c(=O)n(Cc3cccc(Cl)c3)c2=O)CC1
→ -7 | -5 | -1
> CC(CCOc1ccccc1)C(=O)N1CCC(N2CCCC2)C1 (stereo not given)
→ . | -14 | 12
> Nc1cccc2cccnc12
→ . | 0 | -2
> Cc1nn2c(NCc3cccnc3)cc(C(C)C)nc2c1-c1ccccc1
→ -8 | -6 | 0
> CCOc1ccccc1NC(=O)CSc1nc2c(-c3ccccc3)c[nH]c2c(=O)n1CC
→ -11 | -5 | 1
> Cc1[nH]c(=O)sc1C(=O)NCc1cccc(Cl)c1
→ . | -5 | 4
> c1ccc([C@@H]2C[C@@H]3C[C@H](NC4CCCCCC4)C[C@@H]3CO2)cc1
→ 2 | -3 | 0
> Cc1cc(C)c(S(=O)(=O)N2CC(COCC3CC3)C3(CCOCC3)C2)c(C)c1 (stereo not given)
→ -4 | -3 | .
> c1n[nH]c(SCCNC2CCN(c3ccc4c(c3)OCO4)CC2)n1
→ -17 | -5 | 22
> Cc1nc2ccccn2c(=O)c1NC(=O)Nc1ccc(OC(F)(F)F)cc1
→ -9 | -5 | 2
> COCCNCc1ccc(OC)c(OS(=O)(=O)c2ccc(F)cc2)c1
→ -5 | -1 | 3
> CCC1CN(CCNC(=O)CCc2c(C)noc2C)Cc2cc(OC)ccc2O1 (stereo not given)
→ -13 | -8 | 17
> COc1ccc(-c2csc(C(N)=O)c2)cn1
→ . | 3 | 1
> CC(Cc1ccccc1)N=C(N)C(C#N)/C=C1/Nc2ccccc2C1=O (stereo not given)
→ . | -11 | 19
> COc1cccc(CCn2ccnc2-c2cccc(O)c2)c1
→ . | -6 | -4
> COc1ccc(OC)c(-c2cnc(-c3cccc(CNC(=O)c4c(Cl)cc(Cl)cc4Cl)c3)[nH]2)c1
→ -6 | -4 | -9
> COc1cc(C2N=C(N)Nc3nc4ccccc4n32)cc(Br)c1O (stereo not given)
→ 0 | 3 | 1
> COc1cccc2c(SC(C)C)nccc12
→ . | 5 | 3
> FC(F)(F)c1cccc(-n2c(Cn3cncn3)n[nH]c2=S)c1
→ . | 1 | -20
> O=C(c1ccc2c(c1)OCO2)C1CCCN(Cc2ccc3ccccc3n2)C1 (stereo not given)
→ . | 1 | 1
> CC(C)(CNC(=O)C1=CCCCO1)c1ccc(Br)cc1
→ . | -4 | 1
> COc1ccc(/C=N\Nc2nc(-c3cc4cc([N+](=O)[O-])ccc4oc3=O)cs2)cc1
→ -4 | -4 | 0
> COc1ccc(-c2nc3cc(C)ccc3o2)cc1NC(=O)c1ccc(Cl)cc1Cl
→ 1 | 3 | -12
> COc1ccc(C)c2sc(N(CCCN3CCOCC3)C(=O)Cc3ccccc3)nc12
→ -9 | -5 | 1
> Cc1ccc(C)c(CNC(=O)Nc2nncs2)c1
→ -8 | -1 | 2
> CCN(C(=O)CCN1C(=O)c2ccccc2C1=O)c1ccc(F)cc1
→ . | 4 | 4
> O=c1c2c(-c3ccccc3)n3ncnc3nc2ccn1C1CCCC1
→ . | 0 | -12
> CCCCN1CCN(C(=O)[C@@H]2C[C@H]2c2ccccc2)CC1=O
→ -10 | 2 | .
> COC(=O)C1=C(C)NC(=O)NC1c1ccc(OCCO)c(OC)c1 (stereo not given)
→ -7 | -5 | -1
> Cn1cc(NC(=O)NCCC2=CCCCC2)c2ccccc21
→ -8 | -7 | -2
> COc1ccc(OC)c(-n2c(CNC(=O)COc3ccccc3)nnc2SCC(=O)N2CCc3ccccc32)c1
→ -8 | -6 | 6
> COc1ccc(C2CC(c3nc4ccccc4[nH]3)=NN2C(=O)CCCl)cc1 (stereo not given)
→ 0 | -2 | 1
> O=C(Nc1ccc(-c2nc3ccccc3o2)c(O)c1)c1cccc2ccccc12
→ -4 | -3 | -15
> COCC1CCN(C(=O)C2CCC(=O)N(Cc3cccc(C(F)(F)F)c3)C2)CC1 (stereo not given)
→ . | -4 | 0

Complete entries as entered above. Order of screens: mcGAS lum	hcGAS lum	NPYLR7 ag
Record of COc1ccc(-c2nc3cc(C)ccc3o2)cc1NC(=O)c1ccc(Cl)cc1Cl : 1	3	-12
Record of COc1ccc(C)c2sc(N(CCCN3CCOCC3)C(=O)Cc3ccccc3)nc12 : -9	-5	1

Continuation:
The line under a structure holds: mcGAS lum | hcGAS lum | NPYLR7 ag
> CCOCCCn1c(SCc2ccccc2C#N)nc2cc(S(=O)(=O)N3CCOCC3)ccc21
→ -5 | -6 | 0
> N=C1/C(=C\c2ccco2)C(=O)N=C2SC(Cc3cccs3)=NN12
→ . | 52* | -2
> COc1cc(OC)c(C2Nc3ccccc3-c3nc4ccccc4n32)cc1OC (stereo not given)
→ -3 | -3 | 6
> C=CCn1cc(C(=O)NCCc2ccc(OC)c(OC)c2)c2nn(-c3ccccc3)c(=O)c-2c1
→ -9 | -5 | 3
> COC(=O)C1=C(C(=O)OC)SC(=C2C(=S)C(C)(C)Nc3ccc(OC)cc32)S1
→ . | -8&-19 | 12&7
> O=c1nc(SCc2ccccn2)c2c([nH]1)CCC2
→ -8 | -4 | 1
> Cc1ccc(CCSc2nncn2CC(F)(F)F)cc1
→ . | 0 | -3
> CCN(CCN1CCCCC1)C(=O)c1cnn2ccccc12
→ -9 | -2 | 5
> O=C(NC1CCCN(c2ncccn2)C1)c1c(F)cccc1Cl (stereo not given)
→ . | -1 | 4
> CN(c1ncccc1C(=O)N1CCC(N2CCCC2=O)CC1)C1CCCCC1
→ . | -7 | 3
> COc1ccc(CN2CCC(CNC(=O)c3ccoc3C)C2)cc1O (stereo not given)
→ -13 | -9 | 12
> C=CCn1c(CN2CCN(C)C3(CCN(C)CC3)C2)nc2ccccc21
→ -13 | -2 | 10
> O=C(N1CCCCC1)N1CCN(C(=O)N(c2ccccc2)c2ccccc2)CC1
→ . | -8 | 9
> O=c1[nH]c(CN(Cc2ccc(C(F)(F)F)cc2)C2CC2)nc2ccccc12
→ . | -2 | 2
> COc1c(F)cccc1C(=O)NC(C)c1cn2ccsc2n1 (stereo not given)
→ . | -8 | -1
> Cc1ccc(-c2ccc3cc[nH]c(=O)c3c2)c2cccnc12
→ -1 | 1 | -8
> CCCCC1C(=O)N(c2ccccc2)N(c2ccc(O)cc2)C1=O (stereo not given)
→ . | -2&-1 | -3&-16
> CC(C)C1CN(c2ncnc3c2CCC3)CCC(=O)N1CC1CC1 (stereo not given)
→ -15 | -7 | 5
> CCOC(=O)c1c(S(=O)(=O)NCc2ccc(F)cc2Cl)n[nH]c1CC
→ -4 | -6 | -4
> Cc1ccccc1C(=O)N1CCSC12C(=O)N(Cc1cccc(C#N)c1)c1ccccc12 (stereo not given)
→ -4 | -1 | 15
> COC(=O)CCC(=O)N1CCCC(C(=O)c2ccccc2SC)C1 (stereo not given)
→ . | -8 | 23
> Cc1cccc(C)c1OCC(=O)Nc1ccccc1S(=O)(=O)N1CCCC1
→ . | -6 | 4
> CCCCCCCCCn1c(=O)c2c(nc3oc(C)c(C)n32)n(C)c1=O
→ -3 | 16 | -1
> COc1ccc(C)cc1S(=O)(=O)N1CCC(c2nc(-c3ccc(C(F)(F)F)cc3)no2)CC1
→ -6 | -10 | .
> Cc1cccc(-n2cc(CN3CCN(Cc4cccc(F)c4)C(=O)C3)cn2)c1
→ -10 | -5 | 5
> CCOC(=O)N1CCN(C(=O)COC(=O)c2ccc([N+](=O)[O-])o2)CC1
→ . | 5 | 0
> COc1cccc(-c2cc(C(=O)Nc3ccc(F)cc3)n(-c3cccc([N+](=O)[O-])c3)n2)c1
→ 1 | 3 | -17
> CCCCN(Cc1cccn1Cc1cccc(C)c1)C(=O)CN(CCOC)C(=O)c1ccc(Br)cc1
→ -6 | -4 | 3
> CCCc1nc2sc3c(NCCN(C)C)ncnc3c2c2c1CCCC2
→ . | -7 | 3
> CCS(=O)(=O)Oc1ccccc1CN(C(=O)c1cccc(F)c1)C(C)C
→ -3 | -1 | 4
> COc1cccc(CN(CCC(C)C)CC(O)COc2ccccc2C)c1OC (stereo not given)
→ -3 | -4 | -1
> O=C1CCc2cc(F)c(NC(=O)C3CCC3)cc2N1
→ . | -4 | -2
> COc1ccc(-c2csc(NC(=O)c3ccc(S(=O)(=O)N4CCCC4)cc3)n2)cc1F
→ . | -8 | 10
> Cc1cccc(Oc2ncccc2N2CC3CS(=O)(=O)CC3C2=O)c1C (stereo not given)
→ . | -11 | 5
> Nc1nc(-c2ccccc2)c(N=Nc2ccc3c(c2)OCO3)s1
→ . | -16 | 6
> CCOC(=O)c1ccc2c(c1)nc(SCc1ccc(OC)c(F)c1)n2Cc1ccccc1
→ -7 | -5 | 3
> Cc1cc(NC(=O)CSCC(=O)O)no1
→ . | -7 | 0
> CC1CCN(C(=O)N2CCC(CN(C)C)CC2)CC1
→ -4 | -7 | .
> O=C(Cc1ccc(Cl)s1)Nc1nnc(-c2ccco2)o1
→ -5 | 0 | 4
> CC1COCCN1C(=O)NCc1csc(CCc2ccccc2)n1 (stereo not given)
→ . | 2 | -22
> NS(=O)(=O)c1ccc(Cl)cc1F
→ . | -4 | 5
> CCc1ccc(NS(=O)(=O)c2n[nH]c(C)c2C(=O)n2nc(C)cc2C)cc1
→ -2 | -2 | -6
> N#Cc1c(NC(=O)C2CCCO2)sc2c1CCCCC2 (stereo not given)
→ . | -8 | -7
> Cn1c(SCC(=O)N2CCN(c3ccccn3)CC2)nnc1-c1ccccc1
→ . | -9 | 17
> Cc1ccc(Cn2c(C)c(C(=O)NCc3ccc(F)cc3)sc2=O)cc1
→ . | -8 | 13

6 structures from above, ordered by SMILES length, low to high.
The line under a structure holds: mcGAS lum | hcGAS lum | NPYLR7 ag
> NS(=O)(=O)c1ccc(Cl)cc1F
→ . | -4 | 5
> Cc1cc(NC(=O)CSCC(=O)O)no1
→ . | -7 | 0
> CC1CCN(C(=O)N2CCC(CN(C)C)CC2)CC1
→ -4 | -7 | .
> O=C(Cc1ccc(Cl)s1)Nc1nnc(-c2ccco2)o1
→ -5 | 0 | 4
> Cc1ccc(Cn2c(C)c(C(=O)NCc3ccc(F)cc3)sc2=O)cc1
→ . | -8 | 13
> CCOC(=O)c1ccc2c(c1)nc(SCc1ccc(OC)c(F)c1)n2Cc1ccccc1
→ -7 | -5 | 3
